AMA1 RON2 block = inhibitors of Plasmodium falciparum AMA1-RON2 interaction. Potency, µM (series often up to 58.2 µM), inactives show top-dose activity change, negative = inhibition, most hits filed as inhibitors. actives 0.2% (n = 360,000). AID 720542. AlphaScreen AMA1-biotinylated RON2 peptide binding;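 further: potency means the concentration at half of the fitted maximal effect; 0% = vehicle wells and -100% = peptide control; nearly all actives have a fitted effect of over 45% in size; some results filed as inactive show a strong effect at the top dose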
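AMA1 (3D7) with his tag at 25 nM final met compounds first, then biotinylated RON2 peptide at 25 nM; detection used donor plus acceptor beads, 10 µg/mL apiece, read by AlphaScreen after 30 min at room temperature.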
Sm TGR block = blocks Schistosoma mansoni thioredoxin glutathione reductase. Q962Y6. purified TGR, DTNB reduction, TNB absorbance 405 nm. Potency, µM (series often up to 114 µM), without a hit: top-dose activity change, negative = inhibition, most hits filed as inhibitors. actives 3% (n = 360,000). AID 485364; further: potency means the concentration at half of the fitted maximal effect; nearly all actives have a fitted effect of over 60% in size
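Kinetic colorimetric format: TGR-catalysed, NADPH-driven DTNB reduction monitored via TNB absorbance. Enzyme dispensed at 20 nM; compound exposure 15 min at room temperature before reaction start.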
Giardia FBPA inh = blocks Giardia fructose-bisphosphate aldolase activity | A8B2U2 | purified Giardia FBPA | Potency, µM (highest dose often 59.6 µM), inactives show at the highest dose activity, negative = inhibition, usual class: inhibitors | actives 0.71% (n = 290,000) | AID 2451; further: potency means the concentration at half of the fitted maximal effect; nearly all actives have a fitted effect of over 55% in size
Target sequence (A8B2U2 whole entry, looked up): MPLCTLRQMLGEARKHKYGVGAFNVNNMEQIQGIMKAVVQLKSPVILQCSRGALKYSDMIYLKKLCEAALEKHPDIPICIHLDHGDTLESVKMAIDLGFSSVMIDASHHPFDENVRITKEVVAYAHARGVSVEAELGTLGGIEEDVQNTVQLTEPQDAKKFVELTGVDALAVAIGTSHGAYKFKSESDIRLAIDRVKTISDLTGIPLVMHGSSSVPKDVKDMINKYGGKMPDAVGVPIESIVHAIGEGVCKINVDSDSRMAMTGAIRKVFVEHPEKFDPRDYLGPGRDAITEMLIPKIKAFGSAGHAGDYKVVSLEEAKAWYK
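40 nM FBPA preincubated 10 min at RT with compound (up to 57.5 uM final), then substrate plus GAPDH/TPI/NAD/arsenate coupling and diaphorase/resazurin added. Fluorescence read after 20 min at RT, 525/598 nm.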
HCMV antiviral = blocks human cytomegalovirus replication; HFF cells, HCMV-luciferase reporter, 72 h; active compounds read low; activity change, negative = inhibition, % at 57.5 µM; actives 4.5% (n = 410,000); in the data active means activity change below about -60%; inconclusive means no clear call, values can overlap the other calls; inactive means above about -39%
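HFF cells seeded 16 h at 37C, treated with compounds, infected with luciferase-reporter HCMV at MOI 1 PFU/cell; luciferase read at 72 h post infection, normalized to buffer-only and Salinomycin controls.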
HCV inh = blocks hepatitis C virus; Potency, µM (top dose mostly 41.8 µM), inactives show top-dose activity change, negative = inhibition, usual class: inhibitors; actives 3.4% (n = 340,000); Huh7.5.1 HCVcc-Cre infection, luciferase reporter, 44 h; further: potency means the concentration at half of the fitted maximal effect
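Reporter virus HCVcc-Cre (~0.5 moi) infects cells exposed to compound; seeding density 1,000 cells/well with 4 h settling beforehand. Luminescence, 15 sec read, taken 44 h post-infection following a 15 min RT substrate incubation.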
AmpC detergent = inhibitors of E. coli AmpC beta-lactamase with detergent; actives 0.041% (n = 370,000); AmpC hydrolysis of nitrocefin, absorbance 480 nm, 0.01% Triton; AID 485294; Potency, µM (highest dose often 114 µM), for inactives: at the highest dose activity change, negative = inhibition, most hits filed as inhibitors; P00811;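 further: potency means the concentration at half of the fitted maximal effect; 0% = no-compound wells and -100% = no-enzyme wells; nearly all actives have a fitted effect of over 25% in size; some results filed as inactive show a strong effect at the top dose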
Target sequence (P00811 whole entry, looked up): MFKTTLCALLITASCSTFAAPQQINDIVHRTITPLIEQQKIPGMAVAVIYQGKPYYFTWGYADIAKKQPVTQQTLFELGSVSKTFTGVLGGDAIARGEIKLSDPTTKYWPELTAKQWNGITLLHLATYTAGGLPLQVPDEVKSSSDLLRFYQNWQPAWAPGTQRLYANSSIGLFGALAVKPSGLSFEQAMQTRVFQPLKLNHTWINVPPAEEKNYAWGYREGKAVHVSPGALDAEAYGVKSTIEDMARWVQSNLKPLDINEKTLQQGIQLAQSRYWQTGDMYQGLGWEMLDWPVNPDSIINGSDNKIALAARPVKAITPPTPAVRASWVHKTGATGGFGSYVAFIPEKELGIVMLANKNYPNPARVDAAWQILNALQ
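20 mM phosphate pH 7.0 + 0.01% (detergent screen) or 0.0001% Triton X-100; 5.3 nM AmpC reagent; cpd preinc 15 min RT; nitrocefin (800 uM stock) to start; A480 q20 s × 4 min; Activity was normalised to no-enzyme and no-compound control wells.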
* marks the source's active call; other numbers are inactive results; ? = inconclusive; · = no result given; [ ] = dose if it differs, or a comment. Unless noted, the call rests on the fitted dose curve; in most records, active means well fitted curve in the direction sought with a large enough effect; inconclusive means small, poorly fitted or top-dose-only effect, or another doubt; inactive means no such curve, though single readings can be large; an effect the other way counts as inactive or inconclusive. Unless noted, on the % scale 0 is the no-effect control and ±100 the full control effect.

[1] Cc1cc(C)cc(NC(=O)CC23CC4CC(C2)CC(n2nnc(C)n2)(C4)C3)c1
[2] CC(OC(=O)c1ccc2c(=O)n3c(nc2c1)CCCCC3)C(=O)Nc1ncc(Cl)cc1Cl (stereo unspecified)
[3] CNC(=O)Nc1cc(C)nn1C
[4] c1ccc(-c2ccccc2OCCOCCN2CCNCC2)cc1
[5] N#Cc1cccc(NC(=O)Cn2nc(Cc3ccncc3)c3ccccc3c2=O)c1
[6] CCOC(=O)c1c(N2CCN(c3ccccc3)CC2)cc(C)nc1C
[7] CC(C)(C)c1oc(C(=O)O)cc1CN1CCOCC1
[8] CC(C(=O)NC(=O)NC1CCCCC1)N1CCN(c2ccc(O)cc2)CC1 (stereo unspecified)

compound no.	1	2	3	4	5	6	7	8
HCMV antiviral	?	-13	-21	-24	-14	?	0	-27
HCV inh	0%	3%	18%	1%	·	-27%	0%	10%
Sm TGR block	2%	-11%	2%	·	-3%	-1%	-4%	-30%
Giardia FBPA inh	-10%	-5%	1%	20µM*	·	14µM*	-9%	·
AMA1 RON2 block	11%	-1%	20%	-4%	·	?	-5%	-4%[11.6 µM]
AmpC detergent	-5%	-5%	0%	-5%	-2%	?	?	5%

[9] COc1ccc(S(=O)(=O)N2CCC(C(=O)NCCC(=O)Nc3cccc(Cl)c3)CC2)cc1
[10] COc1ccc(CNC(=O)CSc2nnc3c(n2)[nH]c2ccc(C)cc23)cc1
[11] COc1ccc(-c2cc(C(=O)NNC(=S)NC(=O)c3c(-c4ccccc4)noc3C)[nH]n2)cc1
[12] CCC(C(=O)NC1CCCC1)N(C(=O)Cn1nnc(-c2ccc(C)o2)n1)C(C)(C)C (stereo unspecified)
[13] CC(=O)Nc1ccc(NC(=O)c2ccc3c(c2)CCN3S(=O)(=O)c2ccc(C)cc2)cc1
[14] O=C(CCNS(=O)(=O)c1ccc2c(c1)CCN2C(=O)C1CC1)Nc1ccc(OC(F)(F)F)cc1
[15] Cc1onc(-c2c(Cl)cccc2Cl)c1C(=O)NCc1ccco1
[16] O=C1C2CC3N1CCC31c3ccccc3-n3c1c2ccc3=O (stereo unspecified)

compound no.	9	10	11	12	13	14	15	16
HCMV antiviral	-13	19	0	-13	-18	-7	-22	-39
HCV inh	-5%	1%	?	5%	·	·	-14%	17%
Sm TGR block	-4%	-3%	3%	-36%	2%	4%	-13%	·
Giardia FBPA inh	5%	8%	17%	-2%	·	·	3%	·
AMA1 RON2 block	-19%	11%	32%[activator]	-1%	·	·	-11%	12%
AmpC detergent	-11%	3%	-2%	?	2%	3%	-12%	·

[17] CC(O)c1c(-c2ccccc2)nn(C)c1Cl (stereo unspecified)
[18] Cn1nccc1C(=O)N1CCc2ccccc21
[19] COC(=O)c1ccc(NC(=O)c2ccc3c(c2)C(=O)N(C)C3=O)cc1
[20] COc1ccc(-n2nnc3c(=O)n(C/C=C/c4ccccc4)cnc32)cc1
[21] NC(=O)c1cccc2c(=O)oc3ccccc3c12
[22] S=C(N/N=C/c1ccc(Br)cc1)N1CCCCC1
[23] O=C(CCC(=O)N1CCOc2ccccc21)N1CCN(c2ccccc2)CC1
[24] CC1CCN(S(=O)(=O)c2ccc(NC(=O)C3CCN(C(=O)c4ccco4)CC3)cc2)CC1

compound no.	17	18	19	20	21	22	23	24
HCMV antiviral	-7	29	148	20	-16	4	9	-27
HCV inh	-10%	21%	19%	-18%	18%	18%	8%	?
Sm TGR block	2%	-15%	-17%	-11%	1%	0%	-8%	?
Giardia FBPA inh	4%	-1%	-5%	5%	-1%	?	1%	2%
AMA1 RON2 block	3%	-6%	16%	-7%	0%	32%[activator]	0%	1%
AmpC detergent	-5%	?	-11%	?	-2%	-2%	-13%	4%

[25] O=C1CSC(c2cccnc2)N1CC1CC1 (stereo unspecified)
[26] O=C(N1CCOCC1)C1(c2ccc(Cl)cc2)CCCC1
[27] COc1cccc(C2=NOC(C(=O)Nc3c(C)n(C)n(-c4ccccc4)c3=O)C2)c1 (stereo unspecified)
[28] COc1ccc(N(C(=O)Cn2cnc3ccccc32)C(C(=O)NC2CCCCC2)c2ccccc2)cc1 (stereo unspecified)
[29] COc1ccc(N(CC(=O)Nc2cccc(C(C)=O)c2)S(C)(=O)=O)cc1OC
[30] O=[N+]([O-])c1ccccc1/C=C/C=N/N1CCCCC1
[31] COc1ccc(C(=O)/C=C/Nc2cc(C)on2)cc1
[32] C[C@@H](C(=O)NCC1CCCO1)N1C(=O)N2CCc3c([nH]c4ccccc34)[C@@]2(C)C1=O (stereo partly specified)

compound no.	25	26	27	28	29	30	31	32
HCMV antiviral	23	-15	-2	-26	39	25	-34	36
HCV inh	4%	-3%	1%	?	20%	-9%	?	?
Sm TGR block	-23%	11%	10%	0%	-7%	-5%	1%	-9%
Giardia FBPA inh	-11%	-1%	0%	1%	-3%	-7%	-6%	2%
AMA1 RON2 block	-7%	3%	11%	6%	-1%	10µM*	4%	-7%
AmpC detergent	3%	4%	2%	-1%	-12%	-3%	-12%	-12%

[33] CCCCn1c(N)c(-c2nc3ccccc3o2)c2c([N+](=O)[O-])nn(CC)c(=O)c21
[34] Cc1nn(C)cc1/C=N\NC(=O)c1csc2c1CCCC2
[35] O=C1CCCN1C(=O)COc1cc(F)ccc1[N+](=O)[O-]
[36] CC(C)NC(=O)c1ccc2c(c1)N(CC(=O)NC1CCCCC1)C(=O)C(C)(C)O2
[37] CCN(CC)S(=O)(=O)c1ccc2c(c1)nc(CCC(=O)OCc1c(C)noc1C)n2C
[38] CN(C)C(CNC(=O)C1CCN(S(=O)(=O)c2cc(Cl)ccc2Cl)CC1)Cc1ccccc1 (stereo unspecified)
[39] CC1=C(C(=O)Nc2cc(C(=O)N3CCN(c4cccc(C)c4)C(C)C3)ccc2C)SCCO1 (stereo unspecified)
[40] Cc1cc(N2CCOCC2)nc2ccc(NC(=O)CCC(=O)N3CCN(c4cccc(C(F)(F)F)c4)CC3)cc12

compound no.	33	34	35	36	37	38	39	40
HCMV antiviral	?	4	7	-22	-9	-26	?	59
HCV inh	-19%	3%	2%	5%	7%	?	?	11µM*
Sm TGR block	-2%	-1%	-9%	1%	-2%	·	-9%	-10%
Giardia FBPA inh	0%	-13%	·	2%	2%	·	7%	-1%
AMA1 RON2 block	-9%[2.32 µM]	11%	11%	-8%	0%	-1%	-6%	5%
AmpC detergent	-15%	-5%	-2%	-14%	?	·	-5%	0%

Two entries from above, set out differently.
Results follow in this order: HCMV antiviral, HCV inh, Sm TGR block, Giardia FBPA inh, AMA1 RON2 block, AmpC detergent
34	Cc1nn(C)cc1/C=N\NC(=O)c1csc2c1CCCC2
    4, 3%, -1%, -13%, 11%, -5%
35	O=C1CCCN1C(=O)COc1cc(F)ccc1[N+](=O)[O-]
    7, 2%, -9%, ·, 11%, -2%

Other structures
[41] CCCCCCn1c(O)c(/C=N/N2CCCCCC2)c(=O)[nH]c1=O
[42] CCOCc1c(C(=O)OCC(=O)NCc2ccc(F)cc2)oc2ccccc12
[43] CC1CC(C)CN(CCCNC(=O)Cn2cccc2C(=O)c2ccccc2)C1 (stereo unspecified)
[44] COC(=O)c1ccn(CC(=O)NC2CCCCC2)n1
[45] CN1CCN(C(=O)/C=C/c2ccc([N+](=O)[O-])o2)CC1
[46] O=C(CCC1CCCN(C(=O)c2ccsc2)C1)N1CCN(c2ccccn2)CC1 (stereo unspecified)
[47] CCC(CC)n1[nH]c(=O)c2c(C)cc(C)nc21
[48] O=C(/C=C/Nc1ccc(Cc2ccc(N/C=C/C(=O)C(F)(F)F)cc2)cc1)C(F)(F)F

compound no.	41	42	43	44	45	46	47	48
HCMV antiviral	-64*	-5	?	27	-101*	-1	52	33
HCV inh	-13%	-11%	0%	16%	?	0%	?	-15%
Sm TGR block	13%	-1%	-6%	-4%	18µM*	1%	9%	-9%
Giardia FBPA inh	-6%	·	-7%	·	-16%	3%	-20%	1%
AMA1 RON2 block	12%	21%	-1%	1%	-9%	-4%	-1%	10%
AmpC detergent	?	8%	-13%	?	-1%	-4%	0%	-2%

[49] Cc1cc(C)cc(N2CC(C(=O)OCC(=O)Nc3cc(C)on3)CC2=O)c1 (stereo unspecified)
[50] CCc1ccc(OC(=O)c2cccnc2)cc1
[51] COc1cccc(NC(=S)N(CCc2ccc(OC)c(OC)c2)Cc2ccccn2)c1
[52] CC(C)(C)C1CCC2(CC1)NC(=S)N(c1ccccc1)N2 (stereo unspecified)
[53] CCCCCCCN1CCC(=O)N([C@H](CO)CC(C)C)CC1
[54] Cc1cnc(C)c(N2CCN(Cc3nc(-c4cccc(F)c4F)oc3C)CC2)n1
[55] Cn1cc(S(=O)(=O)N2CCN(c3cccc(C(F)(F)F)c3)CC2)c(=O)n(C)c1=O
[56] COc1ccc(C(=O)NCC(=O)N2CCCC(C)C2)cc1OC (stereo unspecified)

compound no.	49	50	51	52	53	54	55	56
HCMV antiviral	-1	-36	-33	21	8	?	?	13
HCV inh	7%	10%	-8%	-4%	12%	?	21%	8%
Sm TGR block	1%	?	10%	-19%	-17%	35µM*	1%	-3%
Giardia FBPA inh	-1%	-6%	-8%	0%	-11%	-2%	3%	2%
AMA1 RON2 block	-11%	12%	49%[activator]	24%	-3%	-5%	-7%	-17%
AmpC detergent	-3%	-2%	3%	-15%	-14%	6%	-9%	-8%

Entries from the list above that have an aryl methoxy group, in the order listed:
[9] COc1ccc(S(=O)(=O)N2CCC(C(=O)NCCC(=O)Nc3cccc(Cl)c3)CC2)cc1
[10] COc1ccc(CNC(=O)CSc2nnc3c(n2)[nH]c2ccc(C)cc23)cc1
[11] COc1ccc(-c2cc(C(=O)NNC(=S)NC(=O)c3c(-c4ccccc4)noc3C)[nH]n2)cc1
[20] COc1ccc(-n2nnc3c(=O)n(C/C=C/c4ccccc4)cnc32)cc1
[27] COc1cccc(C2=NOC(C(=O)Nc3c(C)n(C)n(-c4ccccc4)c3=O)C2)c1 (stereo unspecified)
[28] COc1ccc(N(C(=O)Cn2cnc3ccccc32)C(C(=O)NC2CCCCC2)c2ccccc2)cc1 (stereo unspecified)
[29] COc1ccc(N(CC(=O)Nc2cccc(C(C)=O)c2)S(C)(=O)=O)cc1OC
[31] COc1ccc(C(=O)/C=C/Nc2cc(C)on2)cc1
[51] COc1cccc(NC(=S)N(CCc2ccc(OC)c(OC)c2)Cc2ccccn2)c1
[56] COc1ccc(C(=O)NCC(=O)N2CCCC(C)C2)cc1OC (stereo unspecified)

compound no.	9	10	11	20	27	28	29	31	51	56
HCMV antiviral	-13	19	0	20	-2	-26	39	-34	-33	13
HCV inh	-5%	1%	?	-18%	1%	?	20%	?	-8%	8%
Sm TGR block	-4%	-3%	3%	-11%	10%	0%	-7%	1%	10%	-3%
Giardia FBPA inh	5%	8%	17%	5%	0%	1%	-3%	-6%	-8%	2%
AMA1 RON2 block	-19%	11%	32%[activator]	-7%	11%	6%	-1%	4%	49%[activator]	-17%
AmpC detergent	-11%	3%	-2%	?	2%	-1%	-12%	-12%	3%	-8%

Assay outcomes deposited in PubChem BioAssay by National Center for Advancing Translational Sciences (NCATS).
